# Efflux pump mplx = blocks antifungal efflux pumps in multiplex yeast assay | 330,000 tested, 0.44% active | inhibition, % at 10 µM | S. cerevisiae Candida pump triplex, Nile Red efflux | AID 485275;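 active = plate passing quality check with inhibition over a set limit, or well fluorescence over plate mean plus 4 SD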;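 note: Nile Red retained in pooled yeast measured as flow cytometry median fluorescence; 0% = buffer negative control and 100% = Enniatin B positive control; higher means more Nile Red kept so more efflux inhibition; some compounds called inactive have numbers as strong as hits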
# Fh CTSL1 inh = blocks F. hepatica cathepsin L1 in PFM18AAP counter-screen; AID 1906; recombinant F. hepatica cathepsin L1, Z-Leu-Arg-MCA fluorescence; inhibition, % at 5.96 µM; 300,000 tested, 0.49% active;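 active = inhibition above the mean of all tested compounds plus 3 SD, set per screening campaign, cut at about 17% in these data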;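 note: 0% = plate median of test compound wells and 100% = 1 µM Z-Phe-Ala-diazomethylketone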
# procasp3 activ = activators of human procaspase-3. P42574. recombinant procaspase-3 D3A, Ac-DEVD-pNA absorbance 405 nm. activation, % at 8.5 µM. 330,000 tested, 0.11% active. AID 463141;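 active = activation above the mean of all tested compounds plus 3 SD, cut at about 21% in these data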;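 note: 0% = DMSO alone and 100% = DMSO wells spiked with extra 5 µM PC-3 D3A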
# Target sequence (P42574 whole entry D9A/D28A/D175A): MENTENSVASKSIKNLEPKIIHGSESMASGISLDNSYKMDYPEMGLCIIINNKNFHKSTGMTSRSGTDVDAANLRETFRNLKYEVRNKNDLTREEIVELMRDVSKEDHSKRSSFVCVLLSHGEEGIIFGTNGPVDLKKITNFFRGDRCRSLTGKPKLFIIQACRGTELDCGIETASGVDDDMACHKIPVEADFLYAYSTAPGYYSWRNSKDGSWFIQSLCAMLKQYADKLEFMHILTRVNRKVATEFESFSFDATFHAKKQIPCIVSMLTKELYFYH
#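 Assay system: Autoprocessing-dead procaspase-3 D3A mutant enzyme; also added: Ac-DEVD-pNA; doses: one concentration, 8.5 µM nominal, 0.8% DMSO; times: 1 h compound preincubation, 2 h substrate hydrolysis at 25 °C; technique: 405 nm absorbance of p-nitroaniline, reads at 0 and 120 min; measure: % activation between DMSO and enzyme-spiked controls; repeats: single replicate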
# TPT1 inhibitor = blocks Candida albicans tRNA 2'-phosphotransferase; inhibition, % at 5 µM; recombinant caTPT1, FP RNA substrate dephosphorylation; 300,000 tested, 0.81% active;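 active = inhibition above the mean of all tested compounds plus 3 SD, set per screening campaign, cut at about 24% in these data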;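 note: plate controls were DMSO alone for no effect and ferristatin control at 100 nM for full effect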
# GASC-1 inh = blocks human GASC-1 demethylase activity | Q9H3R0 | GST-JMJD2C(1-420) H3K9me3 demethylation, DELFIA europium | 330,000 tested, 0.069% active | inhibition, % at 2.35 µM | AID 2099;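 active = more than half of a compound's replicate wells show inhibition beyond 50%, single wells judged on their own value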;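 note: signal counts dimethyl H3K9 product captured on neutravidin plate; 0% = median of DMSO wells and 100% = 0.3 times that DMSO median; strong numbers were not always called active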
# HCV core dimer = blocks dimerization of HCV core protein. TR-FRET GST/Flag-core106 dimerization, 1536-well. inhibition, % at 5 µM. 300,000 tested, 0.33% active. AID 1899;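 active = inhibition above the mean of all tested compounds plus 3 SD, set per screening campaign, cut at about 45% in these data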
#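 Assay system: GST-tagged and Flag-tagged HCV core protein residues 1-106 / Times: compound-protein-antibody incubation 4 h at 22.5 °C / Signal: time-resolved FRET, ex 340 nm, em 617 and 671 nm / Evaluation: % inhibition based on acceptor/donor emission ratio / Benchmarks: wells lacking GST-core106 and wells with excess unlabelled core106 / Repeats: singlicate, one well per compound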
# PP1 counter = PP1-alpha (human) inhibition in PP5 counter-screen | P62136 | purified PP1alpha, OMFP fluorescence | inhibition, % at 6.7 µM | 320,000 tested, 0.9% active;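 active = inhibition above the mean inhibition of all tested compounds plus 3 SD, computed separately for each screening campaign, cut at about 15% in these data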
# PP5 inh = blocks human protein phosphatase 5 activity; P53041; purified PP5c, OMFP substrate fluorescence; inhibition, % at 6.7 µM; 320,000 tested, 0.18% active;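 active = inhibition above the campaign's mean inhibition across all tested compounds plus 3 SD, cut at about 9.5% in these data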;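 note: 0% = DMSO only and 100% = 100 µM cantharidin control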
# Target sequence (P53041 whole entry, looked up): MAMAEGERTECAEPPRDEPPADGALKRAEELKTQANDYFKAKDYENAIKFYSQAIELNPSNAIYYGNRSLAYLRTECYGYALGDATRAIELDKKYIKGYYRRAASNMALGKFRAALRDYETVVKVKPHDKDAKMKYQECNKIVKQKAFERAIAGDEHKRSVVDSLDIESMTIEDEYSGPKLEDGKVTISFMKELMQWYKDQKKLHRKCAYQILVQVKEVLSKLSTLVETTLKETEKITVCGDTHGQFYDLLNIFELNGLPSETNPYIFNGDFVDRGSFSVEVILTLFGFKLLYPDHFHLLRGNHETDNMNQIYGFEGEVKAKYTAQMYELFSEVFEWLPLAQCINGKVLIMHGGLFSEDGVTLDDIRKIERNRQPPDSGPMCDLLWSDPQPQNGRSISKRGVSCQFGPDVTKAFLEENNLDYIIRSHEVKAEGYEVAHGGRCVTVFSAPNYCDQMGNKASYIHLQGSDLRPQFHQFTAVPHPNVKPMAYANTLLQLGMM
# procasp7 counter = counter-screen for procaspase-3 activators: activators of human procaspase-7. P55210. activation, % at 8.5 µM. recombinant procaspase-7, Ac-DEVD-pNA absorbance 405 nm; D23A/D198A/D206A triple mutant, cannot self-cleave; scale: DMSO 0, 5 µM enzyme 100. 330,000 tested, 0.093% active;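 active = percent activation above the screen-wide mean plus 3 SD, cut at about 25% in these data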
# Target sequence (P55210 whole entry D23A/D198A/D206A): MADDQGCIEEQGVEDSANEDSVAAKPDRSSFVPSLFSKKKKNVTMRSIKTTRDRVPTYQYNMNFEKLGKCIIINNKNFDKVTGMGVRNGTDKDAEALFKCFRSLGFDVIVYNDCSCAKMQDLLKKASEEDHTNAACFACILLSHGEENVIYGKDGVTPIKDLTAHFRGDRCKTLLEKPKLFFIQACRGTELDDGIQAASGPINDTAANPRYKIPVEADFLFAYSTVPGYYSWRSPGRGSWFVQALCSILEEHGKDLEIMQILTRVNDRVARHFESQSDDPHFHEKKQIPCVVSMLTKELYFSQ
#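 buffer or medium = Zinc-free HEPES/NaCl buffer, pH 7.4 | material = Procaspase-7 triple mutant (PC-7 D3A) | input = 2 µM procaspase-7 mutant as dispensed | signal = Epi-absorbance of released pNA at 405 nm, two timepoints | timing = 1 h preincubation, 2 h reaction | replicates = singlicate compound testing | evaluation = % activation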
# * = called active by the depositor; · = not tested or not shown.
SMILES,Efflux pump mplx,Fh CTSL1 inh,procasp3 activ,TPT1 inhibitor,GASC-1 inh,HCV core dimer,PP1 counter,PP5 inh,procasp7 counter
O=C(CSc1nnc(Cc2cc(=O)[nH]c(=O)[nH]2)n1-c1ccccc1)NCC1CCCO1 (stereo unspecified),0.0,-1.7,-9.6,-6.8,1.8,-1.2,-4.9,1.5,11.2
CCCc1cc(CNC(=O)C2CCC(=O)N(Cc3ccccc3OC)C2)on1 (stereo unspecified),-0.2,-1.7,2.5,0.2,7.6,-2.1,1.9,-1.8,2.5
COc1ccc(-n2nc(C(=O)NCC(=O)N3CCN(c4ccccc4OC)CC3)c3ccccc3c2=O)c(OC)c1,-0.2,0.1,11.6,-2.6,20.0,14.5,-4.9,0.5,12.7
COc1ccccc1C(c1nnnn1C(C)C)N1CCN(C(=O)c2ccco2)CC1 (stereo unspecified),0.1,-1.3,-2.2,1.2,13.9,3.7,-0.8,0.6,-6.9
CCN1CCN(S(=O)(=O)c2ccc(OC)cc2)CC1,0.0,-5.7,-3.4,-0.3,-1.4,11.4,-1.6,-1.8,1.3
COc1cccc(/C=C/C(=C2/C(=O)N(c3ccccc3)N=C2C)c2ccc(C)cc2)c1OC,-0.2,-5.3,5.4,1.6,-2.8,0.0,-1.1,1.5,9.0
CCOC(=O)c1c(C)[nH]c(C(=O)COC(=O)C2CC(=O)N(Cc3ccccc3)C2)c1C (stereo unspecified),0.1,-42.7,-5.3,-1.1,1.6,2.8,-4.4,2.8,-2.9
CCO[C@H]1OC(C(=O)Nc2ccccc2)=C[C@@H](c2ccc(Br)cc2)[C@@H]1CCCO,0.1,6.8,-2.8,0.1,-6.4,-1.2,-1.6,2.8,-0.8
Cc1ccc(-c2c(C#N)c(N)nc3c2CCCC3)o1,0.0,-5.8,1.5,-1.1,5.0,4.4,-2.9,-0.2,6.8
Cc1ccc(C(=O)NNC(=O)c2cc(C)nc3ccccc23)cc1,0.1,·,6.6,·,1.6,·,1.3,3.2,0.8
NC(=O)C(=O)N/N=C/c1c(F)c(F)c(F)c(F)c1F,0.0,-1.4,-0.2,-3.3,12.1,0.7,-1.4,-1.9,5.9
Cc1ccc(/C=N/NC(=O)c2csc(C)c2)o1,0.5,0.0,0.2,2.6,6.1,6.2,-3.2,4.5,-7.8
CC(Cc1ccccc1)NC(=O)CN1C(=O)c2ccccc2S1(=O)=O (stereo unspecified),0.0,2.6,-0.3,-0.7,38.4,1.9,-1.7,0.5,-5.3
NC(=O)c1cc2nc(-c3ccco3)cc(C(F)(F)F)n2n1,-0.1,-0.5,-2.0,-2.4,-5.0,2.3,-1.1,1.8,-2.3
O=C(CCCc1nc2ccccc2s1)N1CCN(S(=O)(=O)c2cccs2)CC1,-0.1,0.6,-8.8,-0.9,9.9,2.2,0.4,0.7,1.7
O=C(Nc1ncnc2c1ncn2C1OC(COC(=O)c2ccccc2)C(F)C1O)c1ccccc1 (stereo unspecified),-0.1,3.4,2.5,0.5,105.9,0.3,-1.4,4.0,-0.2
Cc1cccc(C)c1NC(=O)C1(NC(=O)Cn2cccc([N+](=O)[O-])c2=O)CCCCC1,-0.1,0.9,3.6,-2.1,-2.7,-3.5,-2.9,-1.5,-5.8
COC(=O)C1=C(C)NC(C)=C(C(=O)OC)C1c1ccc(NC(C)=O)cc1,0.1,-1.3,3.0,1.2,-20.4,-3.4,-1.4,0.0,-0.4
C#CCCc1cocc1/C=[N+](\[O-])c1ccc(C(=O)OCC)cc1,0.6,·,-15.9,·,21.9,·,1.6,-1.3,-14.7
Cc1ccccc1C(=O)Nc1nncs1,0.3,-1.0,-10.2,-3.3,-12.6,-0.1,2.6,3.4,-6.1
CC(C)(C)c1cc(C(=O)NN)n(Cc2ccc(Cl)cc2Cl)n1,0.1,5.3,10.6,1.6,-9.6,-3.6,4.6,2.0,7.1
CN(C)S(=O)(=O)c1ccc(Cl)c(C(=O)Nc2ccccc2[N+](=O)[O-])c1,0.1,5.1,-6.2,-3.4,6.6,-15.0,0.7,-2.0,-4.9
COc1ccc(CN2CCN(c3ncnc4scc(-c5ccc(F)cc5)c34)CC2)cc1,0.2,2.6,4.3,-0.8,-9.2,3.5,1.7,6.4,1.6
C/C=C/C(=O)OCC(=O)Nc1cc([N+](=O)[O-])ccc1Cl,-0.1,-9.9,-9.3,1.9,0.2,-5.7,-2.3,1.9,10.4
Cc1ccc2nc(NC(=O)C3CCN(S(=O)(=O)c4cccc5nsnc45)CC3)sc2c1,0.0,-1.9,7.8,-0.5,-0.4,11.0,6.9,4.1,-1.0
# Next part:
SMILES,Efflux pump mplx,Fh CTSL1 inh,procasp3 activ,TPT1 inhibitor,GASC-1 inh,HCV core dimer,PP1 counter,PP5 inh,procasp7 counter
Cc1cc(C)cc(NC(=O)Cn2c(-c3ccccc3Cl)nc3ccccc32)c1,0.5,-1.1,-4.3,3.0,-3.6,-0.3,2.9,3.9,-0.6
COCCNC(=S)N/N=C/c1ccc([N+](=O)[O-])cc1,0.1,-1.4,2.3,-0.8,-6.3,-11.3,-6.1,-1.4,-5.0
COc1ccc(CCNC(=O)CCCCCN2C(=O)[C@@H]3Cc4ccccc4CN3C2=O)cc1OC,-0.1,-1.7,0.1,0.8,-5.0,5.9,0.6,1.0,-7.8
Cc1cccc(C(OC(=O)c2ccco2)C(=O)NCc2ccccc2)n1 (stereo unspecified),0.0,-49.5,-7.0,-2.4,-2.5,0.6,-5.5,-1.4,0.2
C=C1CCN([C@@H](CC(C)C)C(=O)N2CCCC2)S(=O)(=O)c2ccccc21,0.0,3.5,-7.5,-1.9,-4.5,3.9,-0.8,0.1,1.5
C/C=C(\C)C(=O)OC(C)(C)[C@H]1Cc2cc3ccc(=O)oc3cc2O1,0.0,1.1,8.8,0.1,-1.6,8.6,0.9,0.7,-1.7
COc1cc(OC)cc(C(=O)NCc2ccc3c(c2)cc(C)n3C)c1,0.2,-0.5,-7.9,-21.1,-9.0,27.5,3.5,-2.9,5.1
CC(=O)c1ccc(N(C(=O)CNC(=O)c2ccco2)C(C(=O)NC2CCCC2)c2ccncc2)cc1 (stereo unspecified),-0.1,2.2,4.5,-2.8,-23.5,-2.6,-2.6,-2.1,4.8
COc1ccc(NS(=O)(=O)c2ccc(/C=C/C(=O)O)cc2)cc1S(=O)(=O)N1CCOCC1,0.0,0.0,9.7,-0.3,-0.4,-3.1,-2.8,-1.1,11.9
Clc1ccc2nc(COc3ccccc3)[nH]c2c1,-0.2,0.1,8.8,1.8,0.5,-9.0,-0.5,2.6,3.9
O=S(=O)(CCN1CCCCC1)Oc1ccc(Cl)cc1Cl,-0.1,2.5,-3.5,-1.7,6.5,-3.1,-0.7,0.2,-15.6
CC(/C=N/NC(=O)Cc1cccs1)=C\c1ccco1,-0.3,3.0,-9.8,2.5,-6.6,1.5,-0.1,8.3,4.4
CSc1ncc(Cl)c(C(=O)Nc2ccccc2C)n1,0.2,2.2,1.7,-0.4,-1.9,-4.0,-2.5,1.0,-1.9
CSc1cccc(NC(=O)CCCOc2ccccc2)c1,-0.1,2.7,1.6,0.7,2.6,-4.8,-0.7,-1.5,-0.8
CC(=O)NC(CC(=O)NCCCn1ccc2ccccc21)c1ccccc1 (stereo unspecified),0.0,1.5,7.4,-1.8,2.5,-7.6,5.1,1.1,9.8
CCCCC(=O)Nc1cccc2c1C(=O)N(c1ccccc1)C2=O,0.1,0.8,5.3,-2.2,1.0,5.8,-1.6,1.2,1.4
COCCNC(=O)c1cc(-c2ccccc2)nn1CC1CC(c2cccnc2)=NO1 (stereo unspecified),0.1,-5.2,9.1,-0.2,1.7,-3.3,-1.0,0.5,-4.1
Cc1ccc(S(C)(=O)=NS(=O)(=O)c2cccc3nsnc23)cc1 (stereo unspecified),0.2,2.8,-2.5,0.3,0.1,-2.3,-2.4,-2.1,4.3
CC1Cc2ccccc2N1C(=O)CSc1nccc(=O)[nH]1 (stereo unspecified),0.1,1.6,-8.2,4.4,-22.3,3.9,-10.4,-3.8,-1.8
O=C(Nc1cc(SCCO)cc([N+](=O)[O-])c1)c1ccc(Br)o1,0.3,0.7,-2.6,1.0,-5.6,-3.4,-0.3,-2.6,-2.0
OCc1ccccc1CNCc1ccccc1,-0.1,-1.1,2.7,2.3,-6.6,1.8,-3.1,0.2,2.3
Cc1nn(CCc2n[nH]c(=S)n2-c2ccc(F)c(Cl)c2)c(C)c1[N+](=O)[O-],0.0,2.9,-16.0,1.5,16.1,-1.8,-1.2,0.5,-6.1
Cc1cc(C)nc(N(C#N)C(C)C(=O)N(C)C)n1 (stereo unspecified),0.2,-2.2,1.8,0.4,-1.5,0.9,1.6,-0.7,0.5
COCCNCc1ccc(Cl)cc1Cl,0.1,0.7,4.3,-0.5,3.0,-8.4,0.4,2.9,4.0
FC(F)(F)c1ccc(Oc2ccc3cc(Br)ccc3c2)nc1,-0.1,3.1,1.4,2.5,-5.3,11.2,-3.6,-0.4,-5.3
# Carrying on:
SMILES,Efflux pump mplx,Fh CTSL1 inh,procasp3 activ,TPT1 inhibitor,GASC-1 inh,HCV core dimer,PP1 counter,PP5 inh,procasp7 counter
C/C=C/C(=O)OCc1csc(CC(=O)Nc2ccccc2C)n1,0.0,-3.1,-1.8,1.8,-3.0,2.8,-0.9,1.8,-5.0
O=C(NCc1cccnc1)c1ccc(NC(=O)c2ccc(Br)cc2)cc1,0.2,-2.4,4.7,3.6,-11.4,1.7,3.5,1.3,-0.1
Cc1ccc(CN(C(=O)c2ccccc2[N+](=O)[O-])C2CCS(=O)(=O)C2)o1 (stereo unspecified),0.0,-0.9,0.9,3.2,-2.1,-7.5,-3.7,0.4,10.0
Cc1nnc(C)c2c(C)n(-c3ccccc3N)c(C)c12,-0.1,5.0,-11.4,-15.7,-1.1,-2.7,-3.0,0.1,-16.0
CCc1c(C(=O)N2CCOCC2)csc1C,-0.2,-2.3,0.1,0.0,1.9,-2.9,-4.1,1.5,11.6
Cc1ccc(S(=O)(=O)NCC(c2ccco2)N2CCc3ccccc3C2)cc1 (stereo unspecified),-0.1,13.4,-5.7,0.9,5.2,-2.1,3.8,1.9,-8.5
O=C(CC(=O)N/N=C\c1cccc(Cl)c1Cl)NCc1ccccc1,0.3,-1.2,7.6,3.9,5.6,3.3,-0.8,1.5,2.0
Cc1cccc(-n2nc3c(c2NC(=O)c2ccco2)CS(=O)C3)c1C (stereo unspecified),0.1,-9.8,5.5,0.1,-0.5,-1.8,-5.8,0.5,4.9
